Screening data deposited in PubChem by several laboratories.
Furin inh: human furin inhibitors, primary screen, biochemical, fluorescence intensity; purified furin, fluorogenic substrate cleavage; inhibition, % at 30 µM; 220,000 compounds, 0.061% hits; AID 463115, 2010; in the data active = inhibition above about 25%; also: inactives centre near -15
Target sequence (P09958 108-714 limits assumed): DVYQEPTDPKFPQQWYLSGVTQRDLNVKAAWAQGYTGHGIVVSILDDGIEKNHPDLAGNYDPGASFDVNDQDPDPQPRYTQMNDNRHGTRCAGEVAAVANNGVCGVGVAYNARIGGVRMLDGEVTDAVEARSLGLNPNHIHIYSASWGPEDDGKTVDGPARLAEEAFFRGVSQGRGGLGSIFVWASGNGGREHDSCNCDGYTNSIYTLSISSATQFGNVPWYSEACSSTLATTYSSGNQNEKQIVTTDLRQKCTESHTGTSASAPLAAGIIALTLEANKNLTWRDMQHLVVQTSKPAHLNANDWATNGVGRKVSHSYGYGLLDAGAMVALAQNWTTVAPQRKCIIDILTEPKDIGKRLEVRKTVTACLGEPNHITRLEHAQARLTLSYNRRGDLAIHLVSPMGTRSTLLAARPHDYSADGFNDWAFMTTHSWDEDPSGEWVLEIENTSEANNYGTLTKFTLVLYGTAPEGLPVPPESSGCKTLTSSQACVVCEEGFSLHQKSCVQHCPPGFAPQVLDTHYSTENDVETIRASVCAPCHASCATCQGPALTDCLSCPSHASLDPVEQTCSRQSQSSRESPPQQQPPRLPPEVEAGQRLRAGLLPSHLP
PPC-1+TRAIL kill: compounds killing PPC-1 cancer cells with TRAIL present, primary screen, TRAIL potentiator project, ATPLite luminescence, uHTS; cell killing (% activity), % at 4 µM; 220,000 compounds, 0.41% hits; PPC-1 cells + TRAIL, ATPLite viability luminescence;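 active = cell killing above 50% in the first pass at 4 µM, then a duplicate retest at 5 µM averaging 50% or more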;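 also: plate controls were cells with TRAIL plus DMSO for no effect and medium-only wells lacking cells for full effect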
PGE2 EP2 inh: human EP2 receptor antagonists, primary screen, TR-FRET cAMP, C6 glioma cells; inhibition, % at 25 µM; AID 1422, 2008; 260,000 compounds, 0.52% hits; Prostaglandin E2 receptor EP2 subtype (Homo sapiens), P43116; C6 glioma cells expressing human EP2; cells stimulated with saturating PGE2;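 active = percent inhibition above 40 after rounding to a whole number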;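 also: rat C6 glioma host cells with rolipram phosphodiesterase inhibitor present; the protocol text gives 20 µM as final concentration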
Tb hexokinase: Trypanosoma brucei hexokinase 1 inhibitors, primary screen, biochemical, G6PDH-coupled NADH absorbance, MLSCN library. hexokinase 1 [Trypanosoma brucei]. recombinant TbHK1, G6PDH-coupled NADH A340. inhibition, % at 10 µM. 220,000 compounds, 0.11% hits. AID 1430, 2008;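 active = inhibition of 50% or more in the single-dose primary screen; inactive = inhibition below 50%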
BaF3 parental: parental Ba/F3 cell viability inhibition, counter-screen for JAK2V617F inhibitor project, murine pro-B, CellTiter-Glo luminescence; CellTiter-Glo ATP luminescence; inhibition, % at 5.6 µM; 220,000 compounds, 1.1% hits; AID 1486, 2009;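 active = inhibition above a per-campaign cutoff, the mean inhibition of all tested compounds plus 3 SD, cut at about 27% in these data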;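 also: 0% = DMSO wells and 100% = JAK Inhibitor I control wells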
Ba/F3 V617F tox: reduced viability of JAK2V617F-dependent Ba/F3 cells, primary screen, JAK2V617F inhibitor project, cell-based, Ba/F3 EpoR-JAK2V617F, luminescence. 220,000 compounds, 1.1% hits. ATP luminescence. inhibition, % at 5.6 µM;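 active = inhibition above the campaign mean plus 3 SD over all tested compounds, cut at about 24% in these data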;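 also: cytokine-independent growth of Ba/F3 cells driven by EpoR plus mutant JAK2; 0% = DMSO-treated cells and 100% = JAK inhibitor I control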
p97 ATPase inh: inhibitors of human p97 ATPase, primary screen, biochemical | Transitional endoplasmic reticulum ATPase (Homo sapiens), P55072 | recombinant p97 ATPase, Kinase-Glo ATP luminescence, 3 h | inhibition, % at 8 µM | 220,000 compounds, 0.42% hits; in the data active = inhibition above about 15%;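 also: 0% = DMSO vehicle and 100% = wells lacking enzyme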
NCF1 inh: p47phox/p22phox peptide binding inhibitors, primary screen, biochemical, uHTS, NADPH oxidase regulatory subunit; Neutrophil cytosol factor 1 (Homo sapiens), P14598; fluorescence polarization, 2 h; inhibition, % at 24.7 µM; 220,000 compounds, 0.53% hits; AID 1274, 2008;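 active = inhibition above about 30%, limit read from the data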;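 also: 0% = p47phox with labelled peptide and 100% = labelled peptide alone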
RBBP9 inhibitor: human RBBP9 inhibitors, primary screen, biochemical, fluorescence polarization, FP-Rh probe, HTS; 220,000 compounds, 0.2% hits; recombinant RBBP9; Serine hydrolase RBBP9 (Homo sapiens), O75884; AID 1515, 2009; inhibition, % at 7.94 µM;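 active = inhibition above the campaign mean of all tested compounds plus 3 SD, cut at about 14% in these data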;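 also: plate controls were DMSO wells with RBBP9 for no effect and wells lacking RBBP9 protein for full effect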
Target sequence (O75884 whole entry, looked up): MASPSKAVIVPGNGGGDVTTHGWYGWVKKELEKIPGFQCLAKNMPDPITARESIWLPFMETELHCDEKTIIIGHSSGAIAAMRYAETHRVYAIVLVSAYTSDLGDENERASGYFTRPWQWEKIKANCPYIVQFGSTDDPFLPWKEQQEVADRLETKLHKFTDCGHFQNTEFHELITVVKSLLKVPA
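Material: RBBP9 protein. Amount: RBBP9 at 2.5 µM in dispensed solution, before mixing. Schedule: 30 min then 45 min, 25 °C. Medium: Tris buffer pH 8.0, NaCl, Pluronic. Measured by: fluorescence polarization. Measure: percent inhibition from mP, scaled between DMSO and no-protein wells. Replication: one well per compound.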
The depositor's hits bear a star; & = joins results of further samples; [ ] = another dose, or the depositor's remark.

Screening CCCCNC(=O)Nc1ccccn1 returned Furin inh -21[20 µM], PPC-1+TRAIL kill -47, PGE2 EP2 inh 11, Tb hexokinase 1, BaF3 parental 1, Ba/F3 V617F tox -4, p97 ATPase inh 4, NCF1 inh -6 and RBBP9 inhibitor 0.
`O=C(CSc1nc2ccc([N+](=O)[O-])cc2s1)c1ccc2ccccc2c1` gave Furin inh -8, PPC-1+TRAIL kill 0, PGE2 EP2 inh 14&17, Tb hexokinase -10, BaF3 parental -4, Ba/F3 V617F tox 0, p97 ATPase inh 17*, NCF1 inh -13 and RBBP9 inhibitor -4.
Screening O=C(N/N=C/c1ccc([N+](=O)[O-])s1)c1ccncc1 returned Furin inh -6, PPC-1+TRAIL kill 18, PGE2 EP2 inh 12, Tb hexokinase -15, BaF3 parental 8, Ba/F3 V617F tox 1, p97 ATPase inh 4, NCF1 inh -7 and RBBP9 inhibitor -6.
CC1CCC(NC(=O)c2ccc(CNc3c(NC4CCCCC4)c(=O)c3=O)cc2)CC1 (stereo unspecified) was read as Furin inh -7, PPC-1+TRAIL kill 14, PGE2 EP2 inh 8, Tb hexokinase 6, BaF3 parental 9, Ba/F3 V617F tox 1, p97 ATPase inh 0, NCF1 inh 8 and RBBP9 inhibitor -10.
`O=C1CCCC(O)=C1C1NCCc2ccccc21` (stereo unspecified) gave Furin inh -16[20 µM], PPC-1+TRAIL kill 26, PGE2 EP2 inh 10, Tb hexokinase -5, BaF3 parental 5, Ba/F3 V617F tox 0, p97 ATPase inh 3, NCF1 inh -6 and RBBP9 inhibitor -5.
NC(=O)c1ccccc1NC(=O)CS(=O)(=O)Cc1ccccc1 was read as Furin inh -23, PPC-1+TRAIL kill 17, PGE2 EP2 inh 11, Tb hexokinase -1, BaF3 parental 7, Ba/F3 V617F tox -2, p97 ATPase inh 7, NCF1 inh -2 and RBBP9 inhibitor -6.
Screening CCN(CC)Cc1c(C(=O)OC(C)C)nnn1-c1nonc1N returned Furin inh -13, PPC-1+TRAIL kill -9, PGE2 EP2 inh 16, Tb hexokinase 6, BaF3 parental 0, Ba/F3 V617F tox -3, p97 ATPase inh -1, NCF1 inh -21 and RBBP9 inhibitor -5.
For COCCNC(=O)C(=O)N/N=C/c1ccc(C(=O)OC)cc1 the results were Furin inh -14, PPC-1+TRAIL kill 9, PGE2 EP2 inh 6, Tb hexokinase -7, BaF3 parental 10, Ba/F3 V617F tox -1, p97 ATPase inh 0, NCF1 inh -8 and RBBP9 inhibitor -8.
For COc1ccccc1NS(=O)(=O)c1cc(NC(=O)CCNC(C)=O)ccc1C the results were Furin inh -28, PPC-1+TRAIL kill 20, PGE2 EP2 inh 9, Tb hexokinase 0, BaF3 parental 5, Ba/F3 V617F tox -3, p97 ATPase inh 3, NCF1 inh 9 and RBBP9 inhibitor -11.
Cc1cc(Cl)cc(Cl)c1OCCOCCN(C)C was read as Furin inh -32, PPC-1+TRAIL kill 20, PGE2 EP2 inh 7, Tb hexokinase 19, BaF3 parental -1, Ba/F3 V617F tox 0, p97 ATPase inh 1, NCF1 inh 5 and RBBP9 inhibitor -5.
Screening OCC1(CCc2ccccc2)CCN(Cc2cccn2-c2cccnc2)CC1 returned Furin inh -13, PPC-1+TRAIL kill -2, PGE2 EP2 inh 3, Tb hexokinase 0, BaF3 parental 1, Ba/F3 V617F tox -5, p97 ATPase inh 4, NCF1 inh -8 and RBBP9 inhibitor 2.
`O=[N+]([O-])c1cccc(-c2csc(N/N=C/c3cccc(O)c3)n2)c1` gave Furin inh -18, PPC-1+TRAIL kill 10, PGE2 EP2 inh 99*, Tb hexokinase -9, BaF3 parental 2, Ba/F3 V617F tox -1, p97 ATPase inh 6, NCF1 inh -3 and RBBP9 inhibitor -6.
Cc1onc(-c2ccccc2)c1C(=O)c1c[nH]c(C(=O)NCc2ccncc2)c1 was read as Furin inh -20, PPC-1+TRAIL kill 7, PGE2 EP2 inh 7, Tb hexokinase -7, BaF3 parental 4, Ba/F3 V617F tox 4, p97 ATPase inh 4, NCF1 inh -11 and RBBP9 inhibitor -4.
Screening O=C(/C=C/c1ccco1)Nc1nc(-c2ccccn2)cs1 returned Furin inh -25, PPC-1+TRAIL kill -3, PGE2 EP2 inh 6, Tb hexokinase -21, BaF3 parental 4, Ba/F3 V617F tox 1, p97 ATPase inh 6, NCF1 inh -20 and RBBP9 inhibitor -8.
COc1ccc(C(=O)[C@H]2[C@H]3C(=O)N(c4ccccc4)C(=O)[C@H]3C3C=CC=NN32)cc1 (stereo partly specified) was read as Furin inh -10, PPC-1+TRAIL kill -20, PGE2 EP2 inh 4, Tb hexokinase -12, BaF3 parental -12, Ba/F3 V617F tox -1, p97 ATPase inh 5, NCF1 inh -17 and RBBP9 inhibitor 5.
For C=CCNC(=O)c1ccc(C2SCC(=O)N2Cc2ccco2)cc1 (stereo unspecified) the results were Furin inh -18, PPC-1+TRAIL kill -2, PGE2 EP2 inh 4, Tb hexokinase 4, BaF3 parental 9, Ba/F3 V617F tox 3, p97 ATPase inh 3, NCF1 inh -37 and RBBP9 inhibitor 0.
`c1ccc(NCn2cncn2)nc1` gave Furin inh -20[20 µM], PPC-1+TRAIL kill 12, PGE2 EP2 inh 4, Tb hexokinase -6, BaF3 parental 5, Ba/F3 V617F tox -1, p97 ATPase inh 1, NCF1 inh -11 and RBBP9 inhibitor -1.
COc1cc(OC)c2c(c1C(CCN1CCOCC1)c1ccc(N(C)C)cc1)OC(=O)CC2c1ccc(N(C)C)cc1 (stereo unspecified) was read as Furin inh -24, PPC-1+TRAIL kill 9, PGE2 EP2 inh 14, Tb hexokinase -16 and NCF1 inh -4.
CCOc1ccc(-c2csc(Cn3c(CN4CCN(C)CC4)nc4ccccc4c3=O)n2)cc1 was read as Furin inh -13, PPC-1+TRAIL kill 21, PGE2 EP2 inh 8, Tb hexokinase -3, BaF3 parental 6, Ba/F3 V617F tox 16, p97 ATPase inh -7, NCF1 inh -5 and RBBP9 inhibitor -4.
`Cc1cc(C(C#N)c2ccccc2)n2ncnc2n1` (stereo unspecified) gave Furin inh -7, PPC-1+TRAIL kill -14, PGE2 EP2 inh 6, Tb hexokinase -21, BaF3 parental 3, Ba/F3 V617F tox 2, p97 ATPase inh -9, NCF1 inh -3 and RBBP9 inhibitor -8.
For O=C(NCCO)c1ccc2[nH]c3ccccc3c2c1 the results were Furin inh -26[20 µM], PPC-1+TRAIL kill 23, PGE2 EP2 inh 18, Tb hexokinase -3, BaF3 parental 2, Ba/F3 V617F tox 1, p97 ATPase inh 3, NCF1 inh -2 and RBBP9 inhibitor 0.
`CC1CN(Cc2csc(-c3ccc(Cl)cc3)n2)CC(C)O1` (stereo unspecified) gave Furin inh -29, PPC-1+TRAIL kill 18, PGE2 EP2 inh 6, Tb hexokinase -3, BaF3 parental 9, Ba/F3 V617F tox 0, p97 ATPase inh 1, NCF1 inh 1 and RBBP9 inhibitor -2.
`Cc1ccc(/C=N/n2c(C)n[nH]c2=S)o1` gave Furin inh -17, PPC-1+TRAIL kill 9, PGE2 EP2 inh 6, Tb hexokinase -9, BaF3 parental 2, Ba/F3 V617F tox -1, p97 ATPase inh 3, NCF1 inh -11 and RBBP9 inhibitor -11.
For CCn1c(SCC(=O)N/N=C/c2ccc(O)c(OC)c2)nc2ccccc21 the results were Furin inh -5, PPC-1+TRAIL kill 16, PGE2 EP2 inh 0, Tb hexokinase -15, BaF3 parental 8, Ba/F3 V617F tox 3, p97 ATPase inh 3, NCF1 inh -7 and RBBP9 inhibitor -5.
`CN(C(=O)c1ccncc1)c1ccccc1` gave Furin inh -25, PPC-1+TRAIL kill 10, PGE2 EP2 inh 6&11, Tb hexokinase -8, BaF3 parental -10, Ba/F3 V617F tox -2, p97 ATPase inh 6, NCF1 inh -2 and RBBP9 inhibitor 7.
`COc1ccc(/C=C/C(=O)Nc2cccc(N3CCOCC3)c2)cc1OC` gave Furin inh -8, PPC-1+TRAIL kill 15, PGE2 EP2 inh 12, Tb hexokinase -35, BaF3 parental 3, Ba/F3 V617F tox 3, p97 ATPase inh -5, NCF1 inh -12 and RBBP9 inhibitor -5.
Screening N#C/C(=C\c1cn(CCOc2ccccc2)c2ccccc12)C(=O)NCc1ccco1 returned Furin inh -19[20 µM], PPC-1+TRAIL kill 14, PGE2 EP2 inh 12, Tb hexokinase -5, BaF3 parental 3, Ba/F3 V617F tox 1, p97 ATPase inh -6, NCF1 inh -23 and RBBP9 inhibitor -12.
`O=C(COC(=O)C1CCCCC1)Nc1ccccc1OC(F)F` gave Furin inh -18, PPC-1+TRAIL kill -6, PGE2 EP2 inh 7, Tb hexokinase 4, BaF3 parental 5, Ba/F3 V617F tox -1, p97 ATPase inh -2, NCF1 inh -7 and RBBP9 inhibitor -4.
Screening CCCCCC(=O)Nc1ccc2oc(-c3cncc(Br)c3)nc2c1 returned Furin inh 0[20 µM], PPC-1+TRAIL kill 18, PGE2 EP2 inh 6, Tb hexokinase 1, BaF3 parental 2, Ba/F3 V617F tox 2, p97 ATPase inh -5, NCF1 inh -16 and RBBP9 inhibitor -10.
`COc1cc(/C=C2\SC(c3ccc(C)cc3)=NC2=O)cc(OC)c1OC` gave Furin inh -21, PPC-1+TRAIL kill 8, PGE2 EP2 inh 10, Tb hexokinase -15, BaF3 parental 2, Ba/F3 V617F tox -2, p97 ATPase inh -1, NCF1 inh -73 and RBBP9 inhibitor -2.
For Cn1nc(C(C)(C)C)cc1NC(=O)Nc1cc(Cl)cc(Cl)c1 the results were Furin inh -8, PPC-1+TRAIL kill 14, PGE2 EP2 inh 13, Tb hexokinase -7, BaF3 parental 3, Ba/F3 V617F tox -3, p97 ATPase inh 4, NCF1 inh -32 and RBBP9 inhibitor -9.
For CCOc1cc(/C=C\c2[nH]c(=O)[nH]c(=O)c2[N+](=O)[O-])ccc1OC(C)CC (stereo unspecified) the results were Furin inh -7[20 µM], PPC-1+TRAIL kill -15, PGE2 EP2 inh 7, Tb hexokinase -35, BaF3 parental 2, Ba/F3 V617F tox 1, p97 ATPase inh -2, NCF1 inh -8 and RBBP9 inhibitor -4.
For Cc1cc2ncn(CCC(=O)NC(C)(C)C)c2cc1C the results were Furin inh -34, PGE2 EP2 inh 5, Tb hexokinase -3, BaF3 parental 1, Ba/F3 V617F tox -3, p97 ATPase inh 3, NCF1 inh -1 and RBBP9 inhibitor -3.
`O=C(CCNC(=O)c1ccco1)NCc1ccccc1` gave Furin inh -4[20 µM], PPC-1+TRAIL kill 18, PGE2 EP2 inh 0, Tb hexokinase 0, BaF3 parental 3, Ba/F3 V617F tox 0, p97 ATPase inh -3, NCF1 inh -6 and RBBP9 inhibitor -1.
COc1cc(S(=O)(=O)N(C)C)ccc1Br was read as Furin inh -11[20 µM], PPC-1+TRAIL kill -2, PGE2 EP2 inh 8, Tb hexokinase 11, BaF3 parental 4, Ba/F3 V617F tox 2, p97 ATPase inh 4, NCF1 inh -11 and RBBP9 inhibitor -4.

An excerpt; count on the stated rates, not on these rows.
